D1 antag: human D1 dopamine receptor antagonism. 3.2% of 360,000 active. P21728. HEK293 TREx D1 cells, calcium flux, dopamine EC80; hits give low values. activity change, negative = inhibition, % at 10 µM; in the data active = activity change below about -30%; also: % is scaled to controls: 0 for no effect and ±100 for the full control effect
Target sequence (P21728 whole entry, looked up): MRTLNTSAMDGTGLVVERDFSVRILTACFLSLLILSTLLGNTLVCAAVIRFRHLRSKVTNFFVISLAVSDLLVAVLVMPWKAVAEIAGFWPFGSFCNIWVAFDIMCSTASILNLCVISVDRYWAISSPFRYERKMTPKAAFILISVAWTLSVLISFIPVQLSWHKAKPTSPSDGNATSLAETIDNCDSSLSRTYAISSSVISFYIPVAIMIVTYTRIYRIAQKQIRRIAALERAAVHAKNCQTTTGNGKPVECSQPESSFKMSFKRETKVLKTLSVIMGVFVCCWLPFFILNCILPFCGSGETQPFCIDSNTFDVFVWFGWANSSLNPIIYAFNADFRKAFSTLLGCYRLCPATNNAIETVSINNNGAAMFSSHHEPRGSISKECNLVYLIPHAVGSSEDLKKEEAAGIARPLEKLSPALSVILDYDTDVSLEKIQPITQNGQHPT
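After overnight tetracycline induction at 30 C, force-coupled D1 HEK293 cells took up a no-wash calcium dye at room temperature. Compounds were added and monitored 180 s, and the response to EC80 dopamine was then recorded.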
LDHA inh: inhibitors of human lactate dehydrogenase A. purified LDHA, NADH/diaphorase-resazurin fluorescence; hits give low values. activity change, % (values are at about 110 or 230 µM). 0.15% of 480,000 active. P00338; in the data active = activity change below about -30%; inconclusive = mostly about -25% to -30%;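 also: plate controls were DMSO wells for no effect and wells without enzyme for full effect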
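Resorufin fluorescence (ex540/em590), read at 0 and 20 min after diaphorase/resazurin addition, reports the NADH left after a 5 min room-temperature reaction of 2 nM human LDH5 with 0.06 mM NADH and 0.2 mM pyruvate.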
Vif-APOBEC3F blk: inhibitors of Vif-A3F interaction. HeLa A3F-eYFP + Vif (tagged APOBEC3F with the HIV-1 protein that degrades it), YFP fluorescence increase. Potency, µM (doses to about 46.1 µM), for the others: at the highest dose activity, negative = active. 0.2% of 390,000 active. AID 602313; also: potency is read from the fitted curve at half-maximal effect; % of control where 0% means no effect; nearly all actives have a fitted effect of over 65% in size
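HeLa cells stably expressing A3F-eYFP plus Vif, plated and incubated overnight at 37 deg C, then exposed to compounds overnight at 37 deg C. Blocked degradation read as raised yellow fluorescence (Ex 488/Em 500-530).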
D2 potentiator: positive allosteric modulators of human D2 dopamine receptor. HEK293 T-REx D2, calcium flux, EC20 dopamine potentiation. potentiation, % at 10 µM. 0.34% of 340,000 active;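 active = potentiation over 3 SD above the plate norm, cut at about 30% in these data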; also: 0% is about no effect
Target sequence (P14416 whole entry, looked up): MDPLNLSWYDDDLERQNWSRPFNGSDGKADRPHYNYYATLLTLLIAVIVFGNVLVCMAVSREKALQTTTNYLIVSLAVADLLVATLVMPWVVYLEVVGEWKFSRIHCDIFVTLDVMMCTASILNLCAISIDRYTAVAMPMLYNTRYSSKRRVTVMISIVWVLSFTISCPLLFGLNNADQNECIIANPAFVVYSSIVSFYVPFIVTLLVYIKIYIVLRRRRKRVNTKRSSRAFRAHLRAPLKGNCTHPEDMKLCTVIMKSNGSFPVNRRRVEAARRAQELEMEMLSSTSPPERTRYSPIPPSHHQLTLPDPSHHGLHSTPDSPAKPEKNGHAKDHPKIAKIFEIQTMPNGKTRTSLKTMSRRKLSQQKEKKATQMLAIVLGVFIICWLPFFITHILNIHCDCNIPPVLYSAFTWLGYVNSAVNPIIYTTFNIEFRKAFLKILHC
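Tetracycline-induced Hek293 Trex D2 cells, force-coupled to calcium, loaded with no-wash calcium dye. Compound added with 180 s kinetic read for agonism, then EC20 dopamine and a further 180 s read for potentiation.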
D1 ag: agonists of human D1 dopamine receptor; P21728; HEK293 T-REx D1 cells, calcium flux, agonist mode; activation, % at 2 µM; 1% of 360,000 active; AID 504660; in the data active = activation above about 30%; also: 0% is about no effect
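Inducible HEK293 T-REx D1 cells, force-coupled to calcium signalling, were plated at 4000 cells/well with tetracycline and held overnight at 30 C. After no-wash calcium dye loading, compound-evoked calcium rise over 180 s flagged agonists.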
Glioma ERSR ind: inducers of ER stress response in human glioma cells. U87-MG GRP78 promoter luciferase reporter, 16 h. 0.02% of 420,000 active. Potency, µM, without a hit: top-dose activation, actives largely listed as activators; also: potency is read from the fitted curve at half-maximal effect; series mostly up to about 76 µM; % of control where 0% means no effect; nearly all actives have a fitted effect of over 35% in size
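ERSR induction read as luciferase luminescence (Bright-Glo, 10 min at room temperature) in stably transfected human U87-MG glioma cells exposed to compounds for 16 h, using GRP78 as sensor.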
Vif-A3G inh: blocks the Vif interaction with human APOBEC3G | Q9HC16 | HeLa A3G-eYFP + Vif (tagged APOBEC3G with the HIV-1 protein that degrades it), YFP fluorescence, overnight | Potency, µM (top dose mostly 46.1 µM), inactives show at the top dose activity, negative = active, usual class: inhibitors | 0.076% of 410,000 active | AID 602310;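 also: potency is read from the fitted curve at half-maximal effect; % is scaled to controls: 0 for no effect and ±100 for the full control effect; nearly all actives have a fitted effect of over 60% in size; hits raise eYFP signal because A3G escapes Vif-driven loss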
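Read-out is eYFP fluorescence (Ex 488/Em 500-530) from Vif-expressing HeLa A3G-eYFP cells; more signal means A3G escaped Vif-mediated degradation. Cells plated overnight, compound pinned in, incubated overnight at 37 deg C.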
RXFP1 ag: activates the human relaxin receptor RXFP1. AID 2676. 0.3% of 370,000 active. Q9HBX9. HEK293T-RXFP1 cAMP TR-FRET, 30 min; response scale: percent of porcine relaxin response, buffer zero. Potency, µM (titrated, usually from 57.5 µM), for the others: top-dose activation, most hits filed as activators; also: potency is read from the fitted curve at half-maximal effect; % is scaled to controls: 0 for no effect and ±100 for the full control effect; nearly all actives have a fitted effect of over 60% in size; many of its hits are not listed in these tables
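cAMP rise read by TR-FRET after 30 min, 37C compound exposure (up to 58 uM) in RXFP1-transfected HEK293 cells with Ro 20174 present. EC50 from Hill-equation fits, with 29 nM porcine relaxin as 100% and buffer as basal.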
D1 PAM: enhances dopamine response at the human D1 receptor; HEK293 TREx D1 cells, calcium flux, dopamine EC20 potentiation; AID 504651; 0.036% of 360,000 active; potentiation, % at 10 µM; P21728; in the data active = potentiation above about 30%; also: 0% is about no effect
The depositor's hits bear a star; & = joins results of further samples. Unless noted, calls follow the shape of the dose curve; as a rule, active = well fitted curve in the direction sought with a large enough effect; inconclusive = small, poorly fitted or top-dose-only effect, or another doubt; inactive = no such curve, though single readings can be large; an effect the other way counts as inactive or inconclusive. The list is partial; rates above refer to the full screens.

CSc1sc(C)cc1C1C(C#N)=C(N)N(c2cccnc2)C2=C1C(=O)CCC2 (centres undefined) was read as D1 antag 4, LDHA inh 15, Vif-APOBEC3F blk -3%, D2 potentiator -3, D1 ag 5, Glioma ERSR ind -2%, Vif-A3G inh 2%, RXFP1 ag 0.3% and D1 PAM 2.
For CC(C)CN(C(=O)Cn1c(=O)cnc2ccccc21)C1CCS(=O)(=O)C1 (centres undefined) the results were D1 antag -13, LDHA inh -6, Vif-APOBEC3F blk 5%, D2 potentiator -6, D1 ag 2, Glioma ERSR ind -6%, Vif-A3G inh -2%, RXFP1 ag 1.7% and D1 PAM 0.
For CCOC(=O)CNC(=O)N1CCN(c2nnc(C)c3c(C)n(-c4ccc(Cl)cc4)nc23)CC1 the results were D1 antag 8, LDHA inh -1, D2 potentiator -7, D1 ag 1, RXFP1 ag 0.1% and D1 PAM -2.
For CC(C)(C)NC(=O)CSc1nc(-c2ccc(F)cc2)cc(C(F)(F)F)n1 the results were D1 antag -4, LDHA inh 3, Vif-APOBEC3F blk 2%, D2 potentiator 10, D1 ag 0, Glioma ERSR ind -1%, Vif-A3G inh 1%, RXFP1 ag -2.6% and D1 PAM -5.
COc1ccc(Cl)cc1NC(=O)CN(C)CC(=O)N1CC(=O)Nc2ccccc21 was read as D1 antag 5, LDHA inh 1, Vif-APOBEC3F blk -2%, D2 potentiator 5, D1 ag 0, Glioma ERSR ind -5%, Vif-A3G inh -15%, RXFP1 ag 0.5% and D1 PAM -3.
COc1ccc(/C=c2\s/c(=C/C(=O)c3ccc(C)cc3)[nH]c2=O)c(OC)c1 was read as D1 antag -3, LDHA inh -2, Vif-APOBEC3F blk 25µM*, D2 potentiator 3, D1 ag 136*, Glioma ERSR ind -6%, Vif-A3G inh inconclusive, RXFP1 ag 2.3% and D1 PAM -6.
Screening CC(=O)c1ccc(OC(C)C)c(CN2CCCCC2)c1 returned D1 antag -19, LDHA inh 3&0, Vif-APOBEC3F blk -14%, D2 potentiator -4, D1 ag 2, Glioma ERSR ind -1%, Vif-A3G inh -1%, RXFP1 ag 1.0% and D1 PAM -6.
For Cc1nc(C)n(CC(O)COc2ccc3ccccc3c2)n1 (centres undefined) the results were D1 antag 11, LDHA inh -3, Vif-APOBEC3F blk -6%, D2 potentiator 5, D1 ag 7, Glioma ERSR ind 1%, Vif-A3G inh -5%, RXFP1 ag 0.3% and D1 PAM 1.
`Cc1cc(OCC(=O)Nc2cccnc2)c2c(C)c(C)c(=O)oc2c1` gave D1 antag -37*, LDHA inh -6, Vif-APOBEC3F blk -9%, D1 ag 3, Glioma ERSR ind -1%, Vif-A3G inh 1%, RXFP1 ag 0.7% and D1 PAM -20.
Cc1ccc(C(=O)Cn2nnc(-c3ccccc3)n2)cc1 was read as D1 antag 2, LDHA inh -1, Vif-APOBEC3F blk inconclusive, D2 potentiator 2, D1 ag 5, Glioma ERSR ind -1%, Vif-A3G inh 0%, RXFP1 ag 1.2% and D1 PAM -4.
CC(C)(C)OC(=O)N(CCc1ccccc1)Cc1cccc(OCc2cccc(NC(=O)c3ccccc3)c2)c1 was read as LDHA inh 3, Vif-APOBEC3F blk 0%, Glioma ERSR ind -1% and Vif-A3G inh -1%.
For Cc1ccc(N(C(=O)CNC(=O)c2ccco2)C(C(=O)NC2CCCC2)c2ccncc2)cc1C (centres undefined) the results were D1 antag -8, LDHA inh -10, Vif-APOBEC3F blk 11%, D2 potentiator -6, D1 ag 3, Glioma ERSR ind 0%, Vif-A3G inh -3% and RXFP1 ag -1.7%.
`C=CCc1ccccc1OCC(O)CN1CCN(c2ccc(C)cc2)CC1` (centres undefined) gave D1 antag -50*, LDHA inh -7, Vif-APOBEC3F blk -25%, D2 potentiator -24, D1 ag 1, Glioma ERSR ind -4%, Vif-A3G inh -4%, RXFP1 ag -0.3% and D1 PAM -12.
CCOc1ccc(N/C=C/C(=O)c2ccc(OC)cc2)c([N+](=O)[O-])c1 was read as D1 antag 1, LDHA inh -5, Vif-APOBEC3F blk -4%, D2 potentiator 12, D1 ag 3, Glioma ERSR ind 4%, Vif-A3G inh -3%, RXFP1 ag 0.2% and D1 PAM 6.
Screening O=C(NCc1ccccc1F)C(=O)NCC1CCCN1S(=O)(=O)c1cccs1 (centres undefined) returned D1 antag -1, LDHA inh -9, Vif-APOBEC3F blk -10%, D2 potentiator 11, D1 ag 3, Glioma ERSR ind -3%, Vif-A3G inh 1%, RXFP1 ag 0.5% and D1 PAM -5.
`Cc1ccccc1-n1nc2c(c1NC(=O)c1ccc3c(c1)OCO3)CS(=O)(=O)C2` gave D1 antag -9, LDHA inh 4, Vif-APOBEC3F blk 6%, D2 potentiator -1, D1 ag 2, Glioma ERSR ind -5%, Vif-A3G inh 0%, RXFP1 ag 1.7% and D1 PAM 2.
Cc1ccc(NC(=O)COC(=O)/C=C/c2c(C)nn(-c3ccc(F)cc3)c2Cl)cc1F was read as D1 antag 4, LDHA inh -2, Vif-APOBEC3F blk -5%, D1 ag 0, Glioma ERSR ind 4%, Vif-A3G inh -4%, RXFP1 ag 0.4% and D1 PAM 0.
For COc1cc(/C=C2\SC(=S)N(CCC(=O)N3CCCCC3)C2=O)cc(OC)c1OC the results were D1 antag 5, LDHA inh -2, Vif-APOBEC3F blk -1%, D2 potentiator 5, D1 ag 9, Glioma ERSR ind 2%, Vif-A3G inh -5% and RXFP1 ag -4.4%.
CCC1([N+](=O)[O-])COC(c2ccc(OC)cc2)OC1 (centres undefined) was read as LDHA inh -6, Vif-APOBEC3F blk 1%, Glioma ERSR ind 0% and Vif-A3G inh 1%.
Screening O=C(c1ccc2ccccc2c1)N1CCOCC1 returned D1 antag 10, LDHA inh -8, Vif-APOBEC3F blk -2%, D2 potentiator -1, D1 ag 1, Glioma ERSR ind 3%, Vif-A3G inh 0%, RXFP1 ag 0.6% and D1 PAM -1.

Next section, overlapping the part above by 3 compounds.
For COc1cc(/C=C2\SC(=S)N(CCC(=O)N3CCCCC3)C2=O)cc(OC)c1OC the results were D1 antag 5, LDHA inh -2, Vif-APOBEC3F blk -1%, D2 potentiator 5, D1 ag 9, Glioma ERSR ind 2%, Vif-A3G inh -5% and RXFP1 ag -4.4%.
CCC1([N+](=O)[O-])COC(c2ccc(OC)cc2)OC1 (centres undefined) was read as LDHA inh -6, Vif-APOBEC3F blk 1%, Glioma ERSR ind 0% and Vif-A3G inh 1%.
Screening O=C(c1ccc2ccccc2c1)N1CCOCC1 returned D1 antag 10, LDHA inh -8, Vif-APOBEC3F blk -2%, D2 potentiator -1, D1 ag 1, Glioma ERSR ind 3%, Vif-A3G inh 0%, RXFP1 ag 0.6% and D1 PAM -1.
`CCOC(=O)c1[nH]n(-c2ccc(Cl)cc2)c(=O)c1C` gave D1 antag 2, LDHA inh -2, Vif-APOBEC3F blk -5%, D2 potentiator 11, D1 ag 1, Glioma ERSR ind -2%, Vif-A3G inh -5%, RXFP1 ag 3.7% and D1 PAM -4.
Screening N#Cc1ccccc1Oc1ccccc1C=O returned LDHA inh -1, Vif-APOBEC3F blk -10%, D2 potentiator 16, D1 ag -1, Glioma ERSR ind -2%, Vif-A3G inh -8%, RXFP1 ag 1.4% and D1 PAM -2.
`CN(C)c1oc(-c2ccco2)nc1S(=O)(=O)c1ccc(Br)cc1` gave D1 antag -13, LDHA inh -6, Vif-APOBEC3F blk -10%, D2 potentiator -2, D1 ag 2, Glioma ERSR ind -4%, Vif-A3G inh -4%, RXFP1 ag 2.7% and D1 PAM -8.
For O=C(c1cc2ccccc2oc1=O)N1CCN(c2ccc(N3CCOCC3)nn2)CC1 the results were D1 antag 3, LDHA inh -1, Vif-APOBEC3F blk -2%, D2 potentiator -8, D1 ag -1, Glioma ERSR ind -1%, Vif-A3G inh 2%, RXFP1 ag -0.1% and D1 PAM -3.
CCc1nc2ccccc2n(CCOCCOCCn2c(=O)c(CC)nc3ccccc32)c1=O was read as D1 antag 13, LDHA inh -5, Vif-APOBEC3F blk -3%, D2 potentiator 22, D1 ag 0, Glioma ERSR ind -4%, Vif-A3G inh -1%, RXFP1 ag 1.9% and D1 PAM -2.
`CCCCCC(=O)NC(NC(=S)Nc1ccc(S(N)(=O)=O)cc1)C(Cl)(Cl)Cl` (centres undefined) gave D1 antag 7, LDHA inh -4, Vif-APOBEC3F blk 2%, D2 potentiator -6, D1 ag 0, Glioma ERSR ind -4%, Vif-A3G inh -1%, RXFP1 ag 4.7% and D1 PAM -7.
Screening NC(=O)C1CCN(C2CC(=O)NC2=O)CC1 (centres undefined) returned D1 antag -37*, LDHA inh -1, Vif-APOBEC3F blk -4%, D2 potentiator 7, D1 ag 5, Glioma ERSR ind -4%, Vif-A3G inh 8%, RXFP1 ag -1.5% and D1 PAM -3.
`CCCCC1(Cc2ccc(OC)c([N+](=O)[O-])c2)C(=O)N(c2ccccc2)N(c2ccccc2)C1=O` gave D1 antag 14, LDHA inh -3, Vif-APOBEC3F blk 1%, D2 potentiator 12, D1 ag 8, Glioma ERSR ind -4%, Vif-A3G inh 0%, RXFP1 ag 0.2% and D1 PAM -2.
For O=C(NCCc1ccc(Cl)cc1)c1ncn[nH]1 the results were D1 antag -21, LDHA inh -2, D2 potentiator 4, D1 ag 6, Glioma ERSR ind -2%, Vif-A3G inh 2%, RXFP1 ag 1.0% and D1 PAM -1.

2 compounds picked at random from those above:
Screening N#Cc1ccccc1Oc1ccccc1C=O returned LDHA inh -1, Vif-APOBEC3F blk -10%, D2 potentiator 16, D1 ag -1, Glioma ERSR ind -2%, Vif-A3G inh -8%, RXFP1 ag 1.4% and D1 PAM -2.
For O=C(NCCc1ccc(Cl)cc1)c1ncn[nH]1 the results were D1 antag -21, LDHA inh -2, D2 potentiator 4, D1 ag 6, Glioma ERSR ind -2%, Vif-A3G inh 2%, RXFP1 ag 1.0% and D1 PAM -1.
